Screening results: PubChem BioAssay, National Center for Advancing Translational Sciences (NCATS)
NPC1 prom act: NPC1 promoter activation. AID 485313. Huh7 NPC1 promoter luciferase reporter, 24 h. Potency, µM (series often up to 9.22 µM), for inactives: top-dose activation, usual class: activators. 2.4% of 320,000 active;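 also: potency is read from the fitted curve at half-maximal effect; % of control where 0% means no effect; nearly all actives have a fitted effect of over 60% in size; reporter is driven by a mutant NPC1 promoter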
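Stably transfected Huh7 (NPC1 promoter→luciferase), 1500 cells/well in Opti-MEM + 10% FBS, 2 h settle, then compound 24 h at 37 °C. Luminescence after 10 min with Amplite reagent.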
Giardia kill: kills Giardia lamblia | 0.15% of 340,000 active | activity change, % at 7.66 µM, hits read low | Giardia lamblia trophozoite viability; in the data active = activity change below about -80%; inconclusive = between about -30% and that limit;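 also: parasites exposed to compound for two days anaerobically before the ATP read; % is scaled to controls: 0 for no effect and ±100 for the full control effect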
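Giardia lamblia trophozoites (100 cells/well) were incubated with compounds for 48 h at 37 deg C under anaerobic conditions. Viability was read as ATP content by one-step luminescence after 15-30 min at room temperature.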
PKM2 act: PKM2 (human) enzyme activation | P14618 | purified PKM2, Kinase-Glo ATP luminescence, activation; response scale: 0% is enzyme alone, no compound | Potency, µM (series often up to 57.5 µM), without a hit: at the top dose activation, hits mostly activators | 0.34% of 260,000 active | AID 1631; also: potency is read from the fitted curve at half-maximal effect; % is scaled to controls: 0 for no effect and ±100 for the full control effect; nearly all actives have a fitted effect of over 55% in size
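ATP formation by purified human PK-M2, quantified via coupled luciferase luminescence after 1 h at room temperature with 0.1 mM ADP and 0.5 mM PEP final.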
Menin MLL FP TR: inhibitors of human menin-MLL interaction, mutant MLL peptide; Menin + Texas Red MLL mutant peptide, fluorescence polarization; Potency, µM (highest dose often 61.6 µM), for the others: top-dose FP activity change, negative = inhibition, actives largely listed as inhibitors; 0.23% of 270,000 active; active = well fitted inhibition curve with a large enough effect in the polarisation, with a control signal flat, not every such curve was filed as active; inconclusive = small, poorly fitted or top-dose-only effect, or effect the other way, or a change in a side signal; inactive = no such curve, though single readings can be large or run the other way; the % refers to the polarisation; also: potency is read from the fitted curve at half-maximal effect; % of control where 0% means no effect; many of its hits are not listed in these tables
Target sequence (O00255 whole entry, looked up): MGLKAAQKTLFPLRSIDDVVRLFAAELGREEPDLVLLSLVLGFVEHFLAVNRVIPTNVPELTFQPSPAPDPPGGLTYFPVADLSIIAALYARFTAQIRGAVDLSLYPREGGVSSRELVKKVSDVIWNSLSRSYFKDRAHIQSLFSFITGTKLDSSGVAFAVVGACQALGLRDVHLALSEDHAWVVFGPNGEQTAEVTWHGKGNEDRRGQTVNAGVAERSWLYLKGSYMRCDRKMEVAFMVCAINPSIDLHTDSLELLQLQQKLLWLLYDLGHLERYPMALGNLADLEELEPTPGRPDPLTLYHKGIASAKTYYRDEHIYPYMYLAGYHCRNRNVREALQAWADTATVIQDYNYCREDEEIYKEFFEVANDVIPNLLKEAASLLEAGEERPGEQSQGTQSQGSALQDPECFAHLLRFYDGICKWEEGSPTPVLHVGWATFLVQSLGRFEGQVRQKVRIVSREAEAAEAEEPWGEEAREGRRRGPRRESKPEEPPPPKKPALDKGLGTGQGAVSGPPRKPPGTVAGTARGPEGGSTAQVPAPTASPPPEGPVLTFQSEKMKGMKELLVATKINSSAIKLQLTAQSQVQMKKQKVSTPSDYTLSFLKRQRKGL
VP16 counter: counter-screen for ROR gamma inhibitors: Gal4-VP16 reporter | Drosophila S2 Gal4-VP16 UAS-luciferase, luminescence, 20 h | Potency, µM (top dose mostly 53.6 µM), inactives show at the top dose activity, negative = inhibition, most hits filed as inhibitors | AID 2546 | 3.5% of 310,000 active;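 also: Gal4-VP16 expression switched on by copper sulfate through the metallothionein promoter; potency is read from the fitted curve at half-maximal effect; % is scaled to controls: 0 for no effect and ±100 for the full control effect; nearly all actives have a fitted effect of over 50% in size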
FLuc counter: inhibits or activates purified firefly luciferase, miR-21 counter-screen. Potency, µM (titrated, usually from 57.5 µM), for the others: at the top dose activity change, negative = inhibition, usual class: inhibitors. purified FLuc, Km substrates, luminescence inhibition. 6.9% of 360,000 active;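 also: potency is read from the fitted curve at half-maximal effect; plate controls were vehicle for no effect and reference inhibitor for full effect; nearly all actives have a fitted effect of over 55% in size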
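Purified P. pyralis luciferase (10nM final) with 10uM D-luciferin and 10uM ATP (Km levels) in 50mM Tris acetate pH 7.5, 10mM Mg acetate, 0.01% Tween-20, 0.05% BSA; qHTS 6-point titration, ~60 µM downward; luminescence read.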
RORgamma inh: inhibitors of mouse ROR gamma transcriptional activity; P51450; Drosophila S2 Gal4-RORgamma UAS-luciferase reporter, 20 h; Potency, µM (doses to about 53.6 µM), inactives show at the highest dose activity change, negative = inhibition, actives largely listed as inhibitors; 5.4% of 310,000 active; also: potency is read from the fitted curve at half-maximal effect; % is scaled to controls: 0 for no effect and ±100 for the full control effect; nearly all actives have a fitted effect of over 60% in size
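Stable Schneider cell line, Gal4 DNA-binding domain fused to ROR gamma, UAS-luciferase. Cmpd 1 hr RT → CuSO4 700 uM final → 20 hr RT → luciferase reagent 10 min → luminescence.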
ELG1 genotox: induces genotoxicity in HEK293T cells with luciferase-tagged ELG1 | HEK293T ELG1-luciferase reporter, luminescence, 16 h | Potency, µM (titrated, usually from 46 µM), for inactives: top-dose activity change, positive = activation, most hits filed as activators | 1.3% of 330,000 active; also: potency is read from the fitted curve at half-maximal effect; % of control where 0% means no effect; nearly all actives have a fitted effect of over 60% in size
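Screening used a luciferase reporter fused to human ELG1 in HEK293T cells. Luminescence was read on a CCD plate imager after 16 hr exposure and 30 min ONE-Glo incubation.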
p53 reactivator: restores transcriptional activity of mutant p53 | H1299 p53-A138V BP100-luciferase reporter, luminescence, 24 h | Potency, µM (series often up to 92.2 µM), for inactives: at the highest dose activity change, positive = activation, hits mostly activators | 0.063% of 320,000 active; also: potency is read from the fitted curve at half-maximal effect; % of control where 0% means no effect; nearly all actives have a fitted effect of over 45% in size
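p53-null H1299 cells stably carrying temperature-sensitive p53-A138V and a BP100-luciferase reporter were pinned with compounds (4-point, 1:5 series) and held 24 hrs at 37 deg C. Luminescence was read 10 min after detection reagent.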
BRCA1 expr up: increases BRCA1 expression; Potency, µM (series often up to 46.1 µM), for inactives: at the top dose activation, hits mostly activators; MCF7-BRCA1-FFLuc reporter, luminescence, 48 h; response scale: scaled: vehicle 0%, 10 µM genistein 100%; 1.1% of 380,000 active; AID 624202; also: potency is read from the fitted curve at half-maximal effect; nearly all actives have a fitted effect of over 80% in size; some results filed as inactive show a strong effect at the top dose
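Reporter cells (MCF7, BRCA1 promoter-firefly luciferase) received library compounds across a concentration series for 48 h. End-point luminescence was measured and concentration-effect curves derived after normalization.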
Rab9 promoter act: Rab9 promoter activation. Huh7 Rab9 promoter-luciferase reporter, luminescence, 24 h. Potency, µM (top dose mostly 9.22 µM), for inactives: at the highest dose activation, negative = inhibition, usual class: activators. 2.8% of 320,000 active; also: potency is read from the fitted curve at half-maximal effect; % of control where 0% means no effect; nearly all actives have a fitted effect of over 60% in size
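Quantitative HTS format; Huh7 Rab9-luciferase reporter cells (1500/well) receive compound 2 h post-plating, incubate 24 h at 37 °C, then get luciferase reagent for 10 min before luminescence reading.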
Starred values were filed as active, the others as inactive; ? = inconclusive; / = no result given; [ ] = another dose, or the depositor's remark. Unless noted, calls follow the shape of the dose curve; as a rule, active = well fitted curve in the direction sought with a large enough effect; inconclusive = small, poorly fitted or top-dose-only effect, or another doubt; inactive = no such curve, though single readings can be large; an effect the other way counts as inactive or inconclusive.

1) Cc1ccc(N2C(=O)CC(n3nc(C)cc3C)C2=O)cc1 (stereo not drawn)
2) Cc1nn(C)c(C(=O)Nc2ccn(Cc3c(F)c(F)cc(F)c3F)n2)c1[N+](=O)[O-]
3) CCOc1ccc(NC(=S)Nc2cc(OC)c(Cl)cc2OC)cc1
4) CCOC(=O)Cc1c(C)nc2c(-c3ccc(OC)cc3)c(C)nn2c1C
5) CCc1ccc(OCC(=O)N2c3ccccc3CCc3ccccc32)cc1
6) O=C(COc1ccc(/C=N/NC(=O)c2cc3ccccc3o2)cc1Br)Nc1ccccc1
7) CC(C)OC(=O)CC1C(=O)NCCN1C(=S)NC(=O)c1cccs1 (stereo not drawn)
8) Cc1ccc(S(=O)(=O)NCC(C)NS(=O)(=O)c2ccc(C)cc2)cc1 (stereo not drawn)
screen / no.	1	2	3	4	5	6	7	8
NPC1 prom act	0%	3%	0%	6%	1%	?	-6%	0%
Giardia kill	6	?	-1	3	11	-22	-5	-8
PKM2 act	-2%	-10%	-13%	-13%	0%	-18%	6%	0%
Menin MLL FP TR	-1%	/	23%	5%	-1%	/	13%	-11%
VP16 counter	2%	3%	22µM*	4%	?	2.2µM*	11µM*	-21%
FLuc counter	0%	-1%	0%	-7%	-2%	?	5%	-1%
RORgamma inh	16%	4%	10µM*	0%	35%	3.2µM*	2.5µM*	26%
ELG1 genotox	-1%	-1%	-3%	-3%	-5%	?	3%	-1%
p53 reactivator	2%	-4%	-2%	-3%	10%	8%	3%	-4%
BRCA1 expr up	7%	0%	-29%	-54%	-92%[inhibitor]	-84%	0%	-13%
Rab9 promoter act	4%	0%	1%	-4%	-1%	?	-3%	0%

9) Cc1ccc(C)c(C(=O)CSc2nnnn2C(C)C)c1
10) CS(=O)(=O)N1CCN(c2nc3ccccc3s2)CC1
11) CC(OC(=O)Cc1c[nH]c2ccccc12)C(=O)c1ccccc1 (stereo not drawn)
12) O=C(CCNC(=O)c1ccc(Br)cc1)NCCCN1CCOCC1
13) O=C(O)c1ccc(N2C(=O)CSC2c2cccc([N+](=O)[O-])c2)cc1 (stereo not drawn)
14) Cc1n[nH]c(=O)c2c(NC(=O)COC(=O)c3ncc(Cl)c(Cl)c3Cl)oc(C)c12
15) CCn1c(=O)c2c(nc3n2CCN3c2ccccc2)n(C)c1=O
16) CCOc1ccccc1N1CCN(S(=O)(=O)c2ccc(F)c(F)c2)CC1
screen / no.	9	10	11	12	13	14	15	16
NPC1 prom act	14%	?	1%	0%	2%	-3%	19%	-1%
Giardia kill	4	-5	13	8	14	6	-10	10
PKM2 act	-10%	3%	/	/	4%	/	-9%	-9%
Menin MLL FP TR	9%	-2%	/	/	-1%	/	12%	-1%
VP16 counter	-3%[0.365 µM]	4%	/	/	5%	/	5%	-5%
FLuc counter	?	?	-12%	0%	1%	0%	-6%	2%
RORgamma inh	22%	43%	/	/	-16%	/	-1%	20%
ELG1 genotox	?	14%	/	-1%	0%	0%	0%	-16%
p53 reactivator	19%	?	/	-2%	-3%	-2%	4%	3%
BRCA1 expr up	46%	13µM*	8%	5%	-2%	9%	-15%	-25%
Rab9 promoter act	29%	?	-1%	2%	-10%	-8%	22%	1%

17) CCOc1ccc(CN(C)C(=O)CNC(=O)Cc2cccc3ccccc23)cc1
18) O=C(CCN1C(=O)/C(=C/c2cccs2)SC1=S)Nc1cccc(O)c1
19) O=C(C1=C(O)C(=O)N(CCN2CCOCC2)C1c1ccco1)c1cc2ccccc2o1 (stereo not drawn)
20) Cc1ccccc1-n1nc2c(c1NC(=O)c1cc3ccccc3oc1=O)CS(=O)(=O)C2
21) CC(Cn1cnc2ccccc21)C(=O)O (stereo not drawn)
22) Cc1cccc(OCC(=O)Nc2cc(Cl)ccc2-n2cncn2)c1C
23) O=C(COc1ccccc1Br)NC1CCCC1
24) O=[N+]([O-])c1cccc(-n2nnnc2CN2CCCC2)c1
screen / no.	17	18	19	20	21	22	23	24
NPC1 prom act	1%	-5%	0%	-3%	0%	-1%	15%	-5%
Giardia kill	13	-23	-19	28	-15	-6	-11	-21
PKM2 act	1%	5µM*	/	-1%	-3%	/	-6%	-1%
Menin MLL FP TR	?	?	/	0%	-2%	/	-1%	4%
VP16 counter	-6%	-15%	35%	-11%	-8%	/	17%	4%
FLuc counter	-2%	?	-1%	-1%	1%	3%	?	-2%
RORgamma inh	16%	-22%	22%	-14%	-5%	/	10%	-18%
ELG1 genotox	-3%	-27%	4%	-17%	1%	-5%	16%	3%
p53 reactivator	5%	17%	24%	7%	14%	-4%	?	14%
BRCA1 expr up	-41%	-21%	0%	1%	6%	-28%	40%	-7%
Rab9 promoter act	-2%	3%	4%	0%	0%	-7%	-1%	1%

25) COc1cccc2cc(C(=O)NC(C)c3ccccc3)c(=O)oc12 (stereo not drawn)
26) CCn1c(O)c(N=NC(=O)CNc2ccc(C)cc2)c2ccccc21
27) N#CC1=C2C=CC=CN2CC1=O
28) O=C(Nc1ccccc1Oc1ccccc1)c1ccccc1F
29) COC(=O)c1ccc(OCC2c3cc(OC)c(OC)cc3CCN2C(=O)C2CC2)cc1 (stereo not drawn)
30) COCCn1c(SCc2ccc(C(=O)OC)o2)nc2ccccc2c1=O
31) Cc1cccc2c1N(CC(=O)OC(C)C)C(=O)C2=O
32) COc1ccc(OCC(O)CN2CCCC2)cc1 (stereo not drawn)
screen / no.	25	26	27	28	29	30	31	32
NPC1 prom act	14%	-2%	-2%	1%	-3%	5%	4%	3%
Giardia kill	-18	-1	-11	-10	-4	-2	12	20
PKM2 act	/	0%	-6%	-7%	0%	-20%	-5%	1%[11.5 µM]
Menin MLL FP TR	-28%	-4%	5%	-5%	-20%	8%	1%	-2%
VP16 counter	8%	7%	-3%	-2%	-11%	-12%	4%	0%
FLuc counter	?	4%	-4%	-2%	-1%	-4%	-3%	1%
RORgamma inh	9%	?	0%	15%	34%	38%	-18%	26%
ELG1 genotox	11%	-2%	?	1%	-3%	13%	5%	-3%
p53 reactivator	4%	-3%	?	23%	-17%	-11%	-7%	?
BRCA1 expr up	45%	-26%	-4%	-35%	-7%	-4%	29%	15%
Rab9 promoter act	26%	2%	-2%	-4%	-1%	-5%	2%	11%

33) CCCCN(CC)C(=O)CSc1cc(=O)n(C)c2ccccc12
34) COC(=O)c1ccc(CNC(=O)C2CCC(=O)N(Cc3ccccn3)C2)cc1 (stereo not drawn)
35) Cc1ccc(/C=C/C(=O)Nc2cccc3ncccc23)o1
36) COc1ccc(N(C)C(=O)CCS(=O)(=O)c2cccc3nonc23)c(OC)c1
37) CC1(C)CC2(CC(C)(C(=O)CSc3nc4ccccc4s3)OC2=O)C(=O)O1 (stereo not drawn)
38) CCOc1cc(/C=C(\CC(=O)O)c2nc3ccccc3s2)ccc1OC
screen / no.	33	34	35	36	37	38
NPC1 prom act	0%	-3%	-1%	-1%	-6%	1%
Giardia kill	-5	9	-14	5	-3	-7
PKM2 act	1%	0%	9%	-3%	1%	-33%
Menin MLL FP TR	-19%	27%	0%	/	-5%	-12%
VP16 counter	15%	0%	?	-5%	-1%	5%
FLuc counter	6%	-1%	?	3%	-3%	?
RORgamma inh	12%	-12%	?	16%	-14%	26%
ELG1 genotox	14%	0%	-1%	-3%	-2%	4%
p53 reactivator	-13%	0%	3%	3%	4%	-2%
BRCA1 expr up	-38%	0%	7%	-14%	0%	2%
Rab9 promoter act	-5%	-5%	-5%	1%	-1%	1%

Compound profiles, from the list above.
COC(=O)c1ccc(CNC(=O)C2CCC(=O)N(Cc3ccccn3)C2)cc1 (stereo not drawn) across the screens: NPC1 prom act = -3%; Giardia kill = 9; PKM2 act = 0%; Menin MLL FP TR = 27%; VP16 counter = 0%; FLuc counter = -1%; RORgamma inh = -12%; ELG1 genotox = 0%; p53 reactivator = 0%; BRCA1 expr up = 0%; Rab9 promoter act = -5%
CCOc1cc(/C=C(\CC(=O)O)c2nc3ccccc3s2)ccc1OC across the screens: NPC1 prom act = 1%; Giardia kill = -7; PKM2 act = -33%; Menin MLL FP TR = -12%; VP16 counter = 5%; FLuc counter = ?; RORgamma inh = 26%; ELG1 genotox = 4%; p53 reactivator = -2%; BRCA1 expr up = 2%; Rab9 promoter act = 1%

This is a subset, so the mix of outcomes need not match the whole.
